ZTA DNA inh: counter-screen for EBNA-1 inhibitors: inhibitors of Epstein-Barr virus ZTA. P03206. ZTA-DNA binding, fluorescence polarization. inhibition, % at 11 µM. actives 0.15% (n = 320,000). AID 2234; in the data active = inhibition above about 33%
EBNA-1 inhibitor: blocks EBNA-1 binding to DNA. EBNA-1 DNA binding, fluorescence polarization. inhibition, % at 14.8 µM. actives 0.34% (n = 300,000); in the data active = inhibition above about 28%
procasp3 activ: activates human procaspase-3 | P42574 | recombinant procaspase-3 D3A, Ac-DEVD-pNA absorbance 405 nm | activation, % at 8.5 µM | actives 0.11% (n = 330,000);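 active = activation above the mean of all tested compounds plus 3 SD, cut at about 21% in these data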;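 also: 0% = DMSO alone and 100% = DMSO wells spiked with extra 5 µM PC-3 D3A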
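Test system: Procaspase-3 D3A mutant; medium: Zinc-free HEPES/NaCl buffer with 0.01% Triton X-100 at pH 7.4; reagent: DEVD-pNA substrate; doses: one concentration, 8.5 µM nominal, 0.8% DMSO; times: 1 h preincubation plus 2 h reaction at 25 °C; signal: Epi-absorbance at 405 nm of released p-nitroaniline, 0 and 120 min; replicates: singlicate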
AHR activator: activates the human aryl hydrocarbon receptor. AHR-responsive luciferase reporter cells, luminescence. P35869. actives 2.5% (n = 320,000). activation, % at 5 µM; in the data active = activation above about 47%;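 also: 0% = vehicle wells and 100% = reference agonist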
Target sequence (P35869 whole entry, looked up): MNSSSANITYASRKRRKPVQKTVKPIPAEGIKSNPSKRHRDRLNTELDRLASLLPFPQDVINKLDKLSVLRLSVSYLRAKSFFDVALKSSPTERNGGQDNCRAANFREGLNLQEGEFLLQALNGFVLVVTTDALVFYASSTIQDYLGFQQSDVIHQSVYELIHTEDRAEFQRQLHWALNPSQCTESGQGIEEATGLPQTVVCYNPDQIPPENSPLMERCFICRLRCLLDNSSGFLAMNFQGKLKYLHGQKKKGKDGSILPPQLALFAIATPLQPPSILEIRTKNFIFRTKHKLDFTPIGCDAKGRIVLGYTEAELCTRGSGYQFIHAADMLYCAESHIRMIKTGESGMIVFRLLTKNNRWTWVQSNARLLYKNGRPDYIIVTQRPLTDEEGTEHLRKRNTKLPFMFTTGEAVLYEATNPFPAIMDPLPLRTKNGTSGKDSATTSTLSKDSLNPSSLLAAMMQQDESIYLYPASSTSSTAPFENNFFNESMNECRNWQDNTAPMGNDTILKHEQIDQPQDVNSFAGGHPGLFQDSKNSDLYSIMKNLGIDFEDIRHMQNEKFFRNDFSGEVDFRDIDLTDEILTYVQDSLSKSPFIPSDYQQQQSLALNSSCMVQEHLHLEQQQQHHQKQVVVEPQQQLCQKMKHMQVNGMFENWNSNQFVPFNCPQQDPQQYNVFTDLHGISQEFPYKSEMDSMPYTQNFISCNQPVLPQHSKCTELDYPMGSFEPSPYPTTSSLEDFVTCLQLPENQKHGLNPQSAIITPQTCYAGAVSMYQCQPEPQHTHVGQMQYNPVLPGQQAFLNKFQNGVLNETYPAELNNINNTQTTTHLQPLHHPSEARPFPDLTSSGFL
RPL19A TOR yeast: alters RPL19A-GFP fluorescence in TOR pathway yeast screen; S. cerevisiae RPL19A-GFP strain, flow cytometry, 3 h; active compounds read low; percent response vs DMSO, % at 10 µM; actives 0.3% (n = 330,000);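 active = percent response vs DMSO below 50%; inconclusive = fewer than 70 events counted for the yeast strain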;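 also: median channel GFP fluorescence of the barcoded RPL19A-GFP strain; ratio of sample median GFP to plate DMSO average so 100% = DMSO; lower means less RPL19A-GFP as with rapamycin TOR inhibition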
LAP4-GFP MLPCN: alters LAP4-GFP fluorescence in TOR pathway yeast screen; GFP response vs DMSO, % at 10 µM; S. cerevisiae LAP4-GFP multiplex, flow cytometry GFP, 3 h; median GFP as percent of DMSO wells; AID 2023; actives 0.34% (n = 320,000);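 active = GFP response vs DMSO above a set limit, about the screen mean plus 3 SD, cut at about 150% in these data; inconclusive = under 70 cell events counted for the yeast strain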
MEP2-GFP yeast: modulators of TOR pathway MEP2-GFP in S. cerevisiae; S. cerevisiae MEP2-GFP strain, flow cytometry GFP, 3 h; 100% = DMSO control level; GFP response vs DMSO, % at 10 µM; actives 0.51% (n = 330,000); AID 2016;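 active = GFP response versus DMSO above a set limit, roughly screen mean plus 3 SD, cut at about 180% in these data; inconclusive = fewer than 70 cells counted for a yeast strain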;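 also: median GFP fluorescence of the barcode-gated MEP2-GFP cells per well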
proCasp7 act: activates human procaspase-7, counter-screen for procaspase-3 activators; recombinant procaspase-7, Ac-DEVD-pNA absorbance 405 nm; D23A/D198A/D206A triple mutant, cannot self-cleave; scale: DMSO 0, 5 µM enzyme 100; activation, % at 8.5 µM; actives 0.093% (n = 330,000);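 active = percent activation above the screen-wide mean plus 3 SD, cut at about 25% in these data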
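System: Uncleavable procaspase-7 mutant enzyme; Amount: 2 µM procaspase-7 mutant as dispensed; Schedule: 1 h compound preincubation, 2 h substrate cleavage, 25 °C; Measured by: 405 nm absorbance of p-nitroaniline; Evaluation: percent activation from buffer-corrected 0–120 min absorbance change; Control set: low DMSO alone, high DMSO plus 5 µM PC-7.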
An asterisk follows results filed as active; ? = inconclusive; / = no result given; [ ] = another dose, or the depositor's remark.

SMILES	ZTA DNA inh	EBNA-1 inhibitor	procasp3 activ	AHR activator	RPL19A TOR yeast	LAP4-GFP MLPCN	MEP2-GFP yeast	proCasp7 act
COC(=O)c1c(C(=O)OC)c2cccc3cc(-c4ccccc4)c4ccc1c4n32	-9	2	-5	1	97	102	98	-4
O=C(CCS(=O)(=O)c1cccs1)Nc1ccc(C(=O)NCc2cccs2)cc1	-7	-1	2	2	106	102	97	-8
Cn1c(SCC(=O)Nc2ccc3c(c2)CCC3)nnc1C1CC1	-2	/	3	3	101	102	101	0
CCN(CC)S(=O)(=O)c1ccc(C(=O)NCC(c2cccs2)N2CCOCC2)cc1 (stereo not given)	-12	-9	-2	0	97	105	102	3
CC(C(=O)N1CCCCC1)n1ncn2cccc2c1=O (stereo not given)	-6	-11	-7	0	100	98	101	-5
CCc1noc(C)c1C(=O)N(Cc1ccccc1)c1c(N)n(CCOC)c(=O)[nH]c1=O	6	-11	-7	1	97	97	95	10
Cc1cc(C)c(NC(=O)CC(=O)c2ccccc2)c(Cl)c1	-8	-11	4	7	106	93	108	-6
C=CCNC(=O)c1cnc2n(c1=O)CCS2	3	-10	2	-4	100	100	104	0
CCc1ccc(NC(=O)c2c(Cl)nc(C)c(Cl)c2C)cc1	-15	7	8	-1	100	88	103	5
COc1ccc(C2C(C(=O)c3ccco3)=C(O)C(=O)N2CC2CCCO2)cc1OC (stereo not given)	-4	-5	-1	1	107	89	110	-33
CN(C(=O)COc1cccc(C#N)c1)C1CCS(=O)(=O)C1 (stereo not given)	-11	/	-4	1	103	96	97	0
COCCNC(=O)COC(=O)c1nsc(Cl)c1Cl	17	9	-4	8	98	93	96	1
Cc1ccc(NC(=O)Cc2n[nH]c(=O)c3ccccc23)cc1S(=O)(=O)N1CCCCCC1	1	/	-6	-1	107	105	103	12
CCCNC(=O)c1onc(CSc2ccc(F)cc2)c1C(=O)NCCOC	-16	10	-2	0	94	120	89	6
CCn1c(NCc2ccco2)nc2ccccc21	-9	-7	1	0	98	90	98	-5
O=C(NCC(c1ccco1)N1CCCC1)c1ccc(-n2cccn2)cc1 (stereo not given)	/	/	2	0	109	124	116	0
CC(CNC(=O)CN1C(=O)c2cccnc2Oc2ccc(Cl)cc21)c1ccccc1 (stereo not given)	16	2	0	1	95	100	95	-4
CCC(c1nnc(SC(C)C(=O)NC2CC2)n1-c1ccc(OC)cc1)N(C)C (stereo not given)	-8	/	7	-1	93	98	90	10
Cc1cccc(C(=O)NCC(=O)N2CCN(S(=O)(=O)/C=C/c3ccccc3)CC2)c1	-2	/	1	0	97	99	104	6
Cc1ccc(-n2nc(C(=O)c3ccccc3)n3c(=O)cc(-c4ccccc4)nc23)cc1	1	1	9	0	102	99	102	-5
NC(=O)c1c(NC(=O)c2cccnc2)sc2c1CCCCC2	-4	6	0	25	101	97	103	-15
Cc1cnc(C)c(N2CCN(Cc3nc(-c4ccccc4)no3)CC2)n1	4	3	9	0	?	?	?	10
COc1ccc(/C=N/Nc2cc(C)nc(N)n2)cc1	-7	0	-1	20	99	95	107	8
COc1ccc(C[C@H]2CN3C(=NC[C@@H]3C(C)C)N2CCNC(=O)CCC2CCCCC2)cc1	-21	-1	9	3	104	114	102	15
Cc1ccc(OCC(=O)Nc2cccc(-c3nnc(-c4ccccc4)o3)c2)c(C)c1	-10	2	-1	4	95	96	96	-15
CCOc1ccc(NC2=NC(C(=O)NCc3ccccc3)CC(=O)N2)cc1 (stereo not given)	-8	5	-6	2	101	92	99	-2
O=C1CN(C(=O)c2ccccc2)C(c2ccccc2)c2cc(F)ccc2N1 (stereo not given)	-16	-2	3	7	111	103	113	-9
Cc1ccc(Nc2nc(CSc3nnnn3-c3ccccc3)cc(=O)[nH]2)cc1	5	-11	-8	73*	96	89	102	-1
Cc1cnc(NC(=O)Cn2cnc3c2c(=O)n(C)c(=O)n3C)s1	0	6	3	0	93	115	98	3
Clc1cccc(/C=N\Nc2nccs2)c1	-2	-9	-5	117*	87	96	102	-1
COc1ccccc1CCNC(=O)C(=O)Nc1cc2c3c(c1)CC(=O)N3CCC2	12	6	9	4	90	88	98	2
CCOc1ccc2ccccc2c1/C=N/NC(=O)c1c(C)cc(C)[nH]c1=O	-8	-2	-7	13	103	98	100	-3
O=C(C1CCCC1)N1CCN(S(=O)(=O)c2ccc(F)c(F)c2F)CC1	-7	-11	-8	1	106	99	103	-2
CCC/C(C#Cc1cc(OC)cc(OC)c1)=C1/c2ccccc2C(=O)N1c1ccccc1	/	/	0	3	97	98	104	5
NC(=O)c1ccccc1NC(=O)CSC1=NCCS1	3	7	-4	2	103	99	102	0
COC(=O)C(NC(C)=O)(Nc1nc2c(s1)CCCC2)C(F)(F)F (stereo not given)	-1	1	7	4	104	104	104	-2
O=C1C2C3C=CC(C4CC34)C2C(=O)N1CCc1ccccc1 (stereo not given)	-15	-1	5	2	102	96	97	-1
O=C(CSc1nnc(-c2cccnc2)o1)N1CCCCC1	-7	4	0	-1	98	95	104	5
COc1cccc(CN(Cc2cccnc2)S(=O)(=O)c2ccc(-n3cnnn3)c(C)c2)c1	4	-10	1	3	102	99	103	-4
O=C(O)C1=CC(=C(c2ccc(O)c(C(=O)O)c2)c2ccc(O)c(C(=O)O)c2)C=CC1=O	111*	93*	5	-2	93	93	96	2
O=C(CCCC(=O)N1CCN(c2ccc([N+](=O)[O-])cc2)CC1)c1ccccc1	-19	-8	-5	0	106	96	99	-11
NC(=O)C1(N2CCCCC2)CCN(C2CC(=O)N(CCc3ccccc3)C2=O)CC1 (stereo not given)	-10	6	-23	-4	95	103	104	-20
COc1ccc(C(=O)N(CC2CCCO2)C(C(=O)NCCC(C)C)c2ccc(C)cc2)cc1OC (stereo not given)	-3	-10	6	3	103	101	101	3
COc1cc(C(=O)O)nc2ccc([N+](=O)[O-])cc12	-5	-6	-4	0	99	103	105	-1
CN(CCCC(=O)N1CCN(c2ncccn2)CC1)S(=O)(=O)c1ccc(F)cc1	/	/	8	-1	85	143	119	-8
Cc1[nH]c(C)c(S(=O)(=O)NCCc2ccc(S(N)(=O)=O)cc2)c1C(=O)N1CCCC1	-3	9	2	-1	106	110	106	-8
O=C1NC(=S)N/C1=C/c1cccc([N+](=O)[O-])c1	4	-4	-2	1	97	99	101	4
Cc1cccc(CN(C(=S)Nc2c(C)cccc2C)c2cccnc2)c1	-3	9	2	4	82	89	99	-2
Cc1ccc(CNC(=O)CCC(=O)n2ncc3cc(C)ccc32)cc1	-7	-3	-1	2	89	93	92	9
COc1ccc([N+](=O)[O-])cc1NC(=O)COC(=O)c1ccccc1C(=O)c1ccccc1	-4	-9	-6	2	93	88	97	7
O=C(NCCCN1CCCC1)c1ccc(CS(=O)(=O)c2ccc(Br)cc2)o1	-9	-1	2	-2	101	105	112	9
Cc1ccc2[nH]c(=O)c(C(c3nnnn3CC3CCCO3)N3CCCc4ccccc43)cc2c1 (stereo not given)	-4	-4	2	12	101	103	106	-16
CCC(c1ccccc1)c1nnc(NC(=O)c2ccco2)s1 (stereo not given)	0	-14	-10	-2	103	98	101	-10
CCCCn1c(SCC(=O)Nc2sc3c(c2C(N)=O)CCC3)nnc1-c1ccccc1	11	-3	-7	0	16*[may fluoresce violet]	79[may fluoresce violet]	252*[may fluoresce violet]	-15
O=C(Nc1ccc(Cl)cc1)Nc1ccccc1CC[N+](=O)[O-]	-8	-8	0	67*	95	96	103	3
CCOc1ccc(N2C(=O)c3cccnc3C2Nc2ccc(Cl)cc2)cc1 (stereo not given)	-15	-6	7	11	96	110	92	12
Cc1nn(CC(=O)Nc2nnc(CC(=O)N3CCCC3)s2)c(=O)c2ccccc12	-9	0	-4	-2	96	/	94	3
CC(C)(C)CN1C(N)=NC[C@@H]1Cc1ccc(O)cc1	-16	3	1	1	98	129	93	0
CCOC(=O)C1=NNC(C(=O)c2ccccc2)C1c1ccc(C)cc1 (stereo not given)	7	-3	5	1	99	107	101	2
CCCCn1c(SCC(=O)N(C)C)nnc1-c1ccncc1	24	-13	-7	2	96	95	95	-3
CCCC(=O)N1CCN(c2ccc(NC(=O)c3ccc(OCC)c([N+](=O)[O-])c3)cc2)CC1	0	6	3	-3	104	110	114	3
COC(=O)c1ccc(NN=Nc2ccc(C)cc2)cc1	-2	-1	2	9	97	89	98	-9
CCCn1c(N)c(C(=O)CSc2n[nH]c(-c3ccccc3F)n2)c(=O)n(C)c1=O	-7	/	-6	-3	94	95	93	9

Compounds listed so far containing an aryl methoxy group (10):
SMILES	ZTA DNA inh	EBNA-1 inhibitor	procasp3 activ	AHR activator	RPL19A TOR yeast	LAP4-GFP MLPCN	MEP2-GFP yeast	proCasp7 act
COc1ccc(C2C(C(=O)c3ccco3)=C(O)C(=O)N2CC2CCCO2)cc1OC (stereo not given)	-4	-5	-1	1	107	89	110	-33
CCC(c1nnc(SC(C)C(=O)NC2CC2)n1-c1ccc(OC)cc1)N(C)C (stereo not given)	-8	/	7	-1	93	98	90	10
COc1ccc(/C=N/Nc2cc(C)nc(N)n2)cc1	-7	0	-1	20	99	95	107	8
COc1ccc(C[C@H]2CN3C(=NC[C@@H]3C(C)C)N2CCNC(=O)CCC2CCCCC2)cc1	-21	-1	9	3	104	114	102	15
COc1ccccc1CCNC(=O)C(=O)Nc1cc2c3c(c1)CC(=O)N3CCC2	12	6	9	4	90	88	98	2
CCC/C(C#Cc1cc(OC)cc(OC)c1)=C1/c2ccccc2C(=O)N1c1ccccc1	/	/	0	3	97	98	104	5
COc1cccc(CN(Cc2cccnc2)S(=O)(=O)c2ccc(-n3cnnn3)c(C)c2)c1	4	-10	1	3	102	99	103	-4
COc1ccc(C(=O)N(CC2CCCO2)C(C(=O)NCCC(C)C)c2ccc(C)cc2)cc1OC (stereo not given)	-3	-10	6	3	103	101	101	3
COc1cc(C(=O)O)nc2ccc([N+](=O)[O-])cc12	-5	-6	-4	0	99	103	105	-1
COc1ccc([N+](=O)[O-])cc1NC(=O)COC(=O)c1ccccc1C(=O)c1ccccc1	-4	-9	-6	2	93	88	97	7
